A3A deaminase: human APOBEC3A DNA deaminase inhibition. P31941. recombinant A3A, FAM/TAMRA ssDNA deamination fluorescence. inhibition, % at 20 µM. hit rate 0.41% among 330,000. AID 493011;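 active means at least 40% inhibition at 20 µM here, with at most 30% in a related deaminase screen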;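 further: plate controls were A3A with DMSO for no effect and wells lacking A3A enzyme for full effect; some results filed as inactive read as strong as hits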
APOBEC3G inh: inhibitors of human APOBEC3G DNA deaminase; Q9HC16; recombinant A3G, ssDNA deamination FAM/TAMRA fluorescence; inhibition, % at 20 µM; hit rate 0.28% among 330,000; AID 493012;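 active means inhibition of at least 40% at 20 µM, with no more than 30% in the related APOBEC3A deaminase screen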;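 further: plate controls were DMSO wells with A3G for no effect and wells lacking A3G enzyme for full effect; some compounds called inactive have numbers as strong as hits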
Target sequence (Q9HC16 whole entry, looked up): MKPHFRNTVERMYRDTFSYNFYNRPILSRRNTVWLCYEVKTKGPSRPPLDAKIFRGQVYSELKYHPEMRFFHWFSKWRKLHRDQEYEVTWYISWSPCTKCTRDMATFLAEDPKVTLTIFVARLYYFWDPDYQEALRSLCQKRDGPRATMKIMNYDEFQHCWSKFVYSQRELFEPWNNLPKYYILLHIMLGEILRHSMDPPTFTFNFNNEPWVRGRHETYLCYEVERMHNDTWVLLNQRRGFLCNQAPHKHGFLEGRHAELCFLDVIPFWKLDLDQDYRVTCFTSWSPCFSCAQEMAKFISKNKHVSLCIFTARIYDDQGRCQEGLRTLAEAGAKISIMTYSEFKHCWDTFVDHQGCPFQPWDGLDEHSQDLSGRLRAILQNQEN
mIAP inh: mouse IAP inhibition; purified mouse IAP, CDP-Star luminescence, 30 min; inhibition, % at 10 µM; hit rate 0.2% among 330,000;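 active means inhibition of at least 40% at 10 µM in the primary screen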;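 further: plate controls were DMSO with enzyme for no effect and no enzyme wells for full effect; values of inactives mirror those of a sister screen read the other way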
MPTP block: inhibitors of mitochondrial permeability transition pore. isolated mouse mitochondria, Ca2+ swelling absorbance, 30 min. inhibition, % at 10 µM. hit rate 1.4% among 360,000. AID 602449;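 active means inhibition of 50% or more, scaled per plate between neutral and stimulator controls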;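 further: 0% = DMSO wells given calcium and 100% = 1 mM EGTA wells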
NR3A LBD binder: NR3A (human) ligand-binding domain modulation; NR3A LBD differential scanning fluorimetry, Tm shift; 0% = protein alone, 100% = glycine-bound protein; Tm shift relative to glycine control, % at 25 µM; hit rate 2.5% among 340,000; AID 1259313;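 active means melting temperature shift of at least 10% of the positive control shift, at one fixed dose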
hIAP activ: increases human intestinal alkaline phosphatase activity; P09923; purified human IAP, CDP-Star luminescence, 30 min; hits give high values; 1 = vehicle-only enzyme, 0 = enzyme-free background; activation factor at 10 µM; hit rate 0.16% among 330,000;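 active means activation factor of the enzyme at least 2-fold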; further: the source names both 10 and 20 µM as test concentration; values of inactives mirror those of a sister screen read the other way
Target sequence (P09923 whole entry, looked up): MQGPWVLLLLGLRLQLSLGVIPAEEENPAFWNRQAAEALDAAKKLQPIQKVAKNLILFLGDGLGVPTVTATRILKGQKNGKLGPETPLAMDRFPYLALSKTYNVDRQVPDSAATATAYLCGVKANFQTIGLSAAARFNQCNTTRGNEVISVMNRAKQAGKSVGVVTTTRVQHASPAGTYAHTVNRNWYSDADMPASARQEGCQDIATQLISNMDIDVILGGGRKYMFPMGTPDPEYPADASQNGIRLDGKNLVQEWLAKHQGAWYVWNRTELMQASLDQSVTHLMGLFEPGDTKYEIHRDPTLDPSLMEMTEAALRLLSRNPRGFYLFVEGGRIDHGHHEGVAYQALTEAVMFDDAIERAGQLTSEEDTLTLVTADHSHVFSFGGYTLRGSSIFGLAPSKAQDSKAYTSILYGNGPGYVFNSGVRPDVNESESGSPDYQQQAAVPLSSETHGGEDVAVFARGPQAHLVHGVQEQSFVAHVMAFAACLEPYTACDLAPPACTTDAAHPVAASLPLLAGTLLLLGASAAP
mIAP act: increases mouse intestinal alkaline phosphatase activity | activation factor at 10 µM | muIAP, CDP-Star luminescence, 30 min; hits give high values; 1 = vehicle-only enzyme signal, 0 = enzyme-free wells | hit rate 0.24% among 330,000;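 active means activation factor of at least 2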; further: the source names both 10 and 20 µM as test concentration; values of inactives mirror those of a sister screen read the other way
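System: mouse IAP enzyme. Reagent: CDP-Star chemiluminescent phosphatase substrate. Benchmarks: DMSO wells, no-enzyme wells. Times: 30 min enzyme-substrate-compound incubation at room temperature. Detection: luminescence from enzymatic CDP-Star hydrolysis. Doses: test compounds delivered from DMSO solution.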
MIN6 prolif: induces beta-cell replication in MIN6 cells | MIN6 cells proliferation, ATPlite luminescence, 48 h; cells starved in 0.2% serum; 100% = growth in 10% serum | proliferation, % at 10 µM | hit rate 0.29% among 330,000;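 active means compounds whose signal lies at least 3.5 SD above the mean of all wells on their plate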;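 further: 0% = DMSO-treated cells in low-serum medium and 100% = 10% serum control; some compounds called inactive have numbers as strong as hits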
hIAP inh: blocks human intestinal alkaline phosphatase | P09923 | purified IAP, CDP-Star luminescence, 30 min | inhibition, % at 10 µM | hit rate 0.12% among 330,000;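 active means inhibition reaching a set limit with compound at 10 µM in the primary screen, cut at about 35% in these data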;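 further: plate controls were DMSO wells with enzyme for no effect and no-enzyme buffer wells for full effect; values of inactives mirror those of a sister screen read the other way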
Starred values were filed as active, the others as inactive; nt = not tested or not shown.

Below each SMILES: A3A deaminase	APOBEC3G inh	mIAP inh	MPTP block	NR3A LBD binder	hIAP activ	mIAP act	MIN6 prolif	hIAP inh
1	CC(C)(C)c1ccc(-c2noc(CCC(=O)NCc3ccco3)n2)cc1
  3	-10	-7	1.3	3	1.2	1.1	-3	-16
2	CCN(CC)S(=O)(=O)c1cc(C(=O)O)ccc1OC
  -1	-5	-1	1.4	-2	0.86	1	2	14
3	O=C(CCCc1ccccc1)NCc1ccccc1Cl
  -7	-3	5	0.0	-1	1	0.95	-2	0
4	COCCN1C(=O)N[C@@H](CCc2ccccc2)C(C(C)=O)=C1C
  0	-3	-20	nt	1	1	1.2	-4	-2
5	CCOC(=O)N1CCN(C(=O)CSc2ccc(-c3ccc(OC)cc3)nn2)CC1
  -1	-4	-2	-3.0	-2	1.1	1	-3	-10
6	Cc1ccc(CCNC(=O)Cn2cccc2)cc1
  1	1	-8	-0.9	0	0.98	1.1	-2	2
7	CC(C)COC(=O)C1[C@H]2C(=O)N(Cc3cccs3)C[C@]23C=C[C@H]1O3 (stereo partly specified)
  -1	-3	3	-0.4	nt	0.96	0.97	-3	4
8	Cc1ccc2nc(NS(C)(=O)=O)sc2c1
  -9	-12	-10	0.9	0	1	1.1	2	0
9	COc1ccc2c(c1)C(=O)Nc1cc(Cl)ccc1N2
  -2	-8	6	5.4	1	1	0.94	0	-2
10	CCN1CCc2nc(NC(=O)CC(c3ccccc3)c3ccccc3)sc2C1
  4	-3	2	-1.4	-3	1.2	0.98	-5	-23
11	CCOC(=O)c1cc(C)sc1NC(=O)CN1CCN(C(=O)C2CCCO2)CC1 (stereo unspecified)
  0	-5	4	0.3	-1	1.1	0.96	0	-7
12	Cc1csc(NC(=O)C2COc3ccccc3O2)n1 (stereo unspecified)
  -3	-8	16	0.5	1	1.2	0.84	-3	-18
13	CC(C#N)Sc1ccc(S(=O)(=O)N(C)C2CCCCC2)cn1 (stereo unspecified)
  2	-3	3	-1.0	-1	1.1	0.97	1	-12
14	CCOc1ccccc1N1CCN(C(=O)COc2ccc3c(C)cc(=O)oc3c2)CC1
  -7	-5	-1	1.6	-4	1.1	1	-4	-11
15	Cc1ccc(CSc2nnc(-c3ccccc3N)c(=O)[nH]2)cc1
  -1	-6	13	-0.8	-2	0.91	0.87	2	9
16	CC(=O)NS(=O)(=O)c1ccc2sc(C)nc2c1
  2	6	1	1.1	2	0.86	0.99	-4	14
17	CCn1cc(S(=O)(=O)CC(=O)Nc2cc(C)on2)c2ccccc21
  1	-3	-3	0.7	0	0.91	1	0	9
18	CC(C)C1Nc2ccc(C(=O)N3CCN(c4ccccn4)CC3)cc2NC1=O (stereo unspecified)
  -5	-4	-2	-0.8	-1	1.2	1	1	-18
19	O=c1[nH]nc(SCc2cc(Cl)ccc2Cl)c(=O)[nH]1
  -11	0	-6	3.4	0	1.1	1.1	-2	-7
20	Cc1ccc(NC(=O)CSC(N)=O)cc1Cl
  5	0	3	-1.8	-4	1	0.97	-6	0
21	CCCCNC(=O)c1ccccc1SCc1c(C)noc1C
  -5	-12	1	0.4	0	1.1	0.99	3	-14
22	O=C(N/N=C/c1ccc(Br)cc1)c1cc[n+]([O-])cc1
  8	-3	-5	-2.8	1	0.92	1	3	8
23	Cn1c(CCNC(=O)c2ccccc2)nc2cc(NC(=O)c3ccco3)ccc21
  -4	-4	-3	-1.7	-2	0.97	1	-2	2
24	c1cc2c(cc1CN1CCOCC1)OCO2
  -5	2	-5	-1.7	1	0.84	1	-1	16
25	Cn1ccsc1=NC(=O)c1ccc(S(C)(=O)=O)c([N+](=O)[O-])c1
  1	0	2	0.2	2	1.1	0.98	-7	-5
26	CC(=O)N1CCN(C(=O)c2ccc(-c3cccc(C(F)(F)F)c3)o2)CC1
  -1	-4	3	-1.3	0	0.99	0.97	-3	1
27	NC(=O)c1ccc(C(F)(F)F)cn1
  0	-8	1	-0.8	-2	1.1	0.99	0	-11
28	CCCCNC(=O)CSc1nc2cc3c(cc2c(=O)n1Cc1ccco1)OCO3
  2	0	-3	-0.4	1	1.2	1	0	-19
29	CN1CCN(Cc2nc3c(c(=O)[nH]c(=O)n3C)n2CCc2ccccc2)CC1
  -7	-9	5	0.4	-1	0.86	0.95	-3	14
30	CC(C)CNC(=O)NC(=O)CSc1nc2ccccc2n1CC(C)C
  5	-6	-3	2.7	0	1	1	-2	-2
31	O=C(NN1C(=O)/C(=C/c2cccs2)SC1=S)c1ccccc1
  1	0	22	-1.4	-8	1.1	0.78	0	-6
32	CCOC(=O)N1CCN(C(=S)NCCOC)CC1
  -4	-8	8	0.1	3	1.2	0.92	2	-16
33	O=C(CSc1ccccc1)NCCCN1CCOCC1
  -1	-7	2	7.8	1	1.1	0.98	-2	-13
34	C=CC(O)Cc1c(C)n[nH]c1C (stereo unspecified)
  -4	-6	-6	-3.9	5	0.92	1.1	-4	8
35	Cc1ccc(C(C)C)c(OCC(=O)N2CCN(c3ncccn3)CC2)c1
  -3	-2	7	-0.6	0	0.96	0.93	-2	4
36	COCCn1c(=O)[nH]c2cc(C(=O)NCc3cccnc3)ccc2c1=O
  -4	-4	-1	-2.7	0	1.1	1	-2	-6
37	Oc1[nH]c2ccccc2c1C1=NCCCCC1
  -3	-4	-2	0.4	1	1.2	1	-3	-18
38	Clc1cccc(Cl)c1OCCCCN1CCCCC1
  -5	-6	13	-0.6	0	0.97	0.87	-2	3
39	COc1cc(S(N)(=O)=O)c(OC)cc1N
  1	32	-15	0.1	3	1.1	1.1	0	-12
40	CCOc1ccccc1-c1cc(C(=O)N/N=C(\C)c2cccnc2)c2ccccc2n1
  6	22	-3	3.5	-1	1	1	-2	0
41	COC(=O)c1ccc(OCC(=O)NC2CCCCCCC2)cc1
  -3	-5	-20	-1.6	-1	1.1	1.2	-3	-12
42	O=C(CCN1C(=O)c2ccccc2C1=O)Nc1sc2c(c1C(=O)NCC1CCCO1)CCC2 (stereo unspecified)
  -4	-5	2	2.1	0	0.77	0.98	0	23
43	C/C(=N/NC(=O)c1ccn(C)n1)c1ccncc1
  -4	-6	1	-0.8	0	1.1	0.99	-1	-8
44	CCOC(=O)N1CCN(C(=O)CN(CC)S(=O)(=O)c2cc(C)ccc2OC)CC1
  -4	-5	1	-0.3	-1	1.1	0.99	-2	-11
45	S=c1[nH]nc(-c2ccccc2)n1/N=C/c1c[nH]c2ccccc12
  -6	-7	-11	0.7	-6	1.1	1.1	0	-13
46	CCC(c1nnc(SCC(=O)N2CC(=O)Nc3ccccc32)n1Cc1ccccc1)N(C)C (stereo unspecified)
  0	-5	-3	-4.3	1	0.94	1	-3	6
47	CNc1n[nH]c(=S)s1
  -4	67*	-6	2.2	-2	1.1	1.1	-2	-6
48	CSc1ccc(Cl)c(C(=O)N2CCN(c3ncccn3)CC2)c1
  1	-3	0	0.3	0	0.93	1	2	8
49	O=c1cc(CN2CCN(c3ccc(O)cc3)CC2)nc2scc(-c3ccccc3)n12
  16	73*	5	1.0	0	0.92	0.95	-4	8
50	COc1ccc(-c2nc(=S)[nH][nH]2)cc1
  -3	62*	-1	-2.5	-2	0.9	1	-3	10
51	CN(C)C(CNC(=O)CCc1nc2ccccc2s1)c1ccccc1 (stereo unspecified)
  2	3	7	3.2	1	1	0.93	2	-3
52	CC1CCN(C2=NC(=O)/C(=C/c3cn(-c4ccccc4)nc3-c3cccc(S(=O)(=O)N(C)C)c3)S2)CC1
  0	-4	1	0.4	-4	1	0.99	-5	-2
53	Cc1cccc(OCc2nnc(SCC(=O)N3c4ccccc4CC3C)n2C)c1C (stereo unspecified)
  -1	-3	23	-0.2	-1	1	0.77	2	-2
54	CCCC(=O)Nc1nnc(S(=O)(=O)N2CCCC2)s1
  1	-5	-5	0.2	0	1	1.1	2	0
55	Cc1noc(C)c1CSc1nnc(-c2ccccc2)o1
  -4	12	-9	-0.1	-1	1.1	1.1	0	-10
56	Cc1nc2c(-c3ccccc3)cnn2c(N2CCOCC2)c1C
  0	0	8	0.2	nt	0.96	0.92	-4	4
57	Cc1cc[n+](CCC(=O)O)c2ccccc12
  6	6	0	-0.2	-2	1	1	-4	-4
58	CCc1cccc(CC)c1NC(=O)CN1CCN(c2ccccc2)CC1
  -5	-6	-9	0.3	-5	1.1	1.1	-1	-14
59	C=CCNC(=S)N1CCN(CCN=CC2=C(O)CC(c3ccc(Cl)cc3)CC2=O)CC1 (stereo unspecified)
  -2	-2	0	-1.9	-1	1.1	0.99	-3	-5
60	O=C(/C=C/c1ccc(F)cc1)Nc1cccc(S(=O)(=O)N2CCOCC2)c1
  -1	5	-2	2.0	-5	0.92	1	-3	8

(listing goes on)
Below each SMILES: A3A deaminase	APOBEC3G inh	mIAP inh	MPTP block	NR3A LBD binder	hIAP activ	mIAP act	MIN6 prolif	hIAP inh
61	CCOC(=O)N1CCN(S(=O)(=O)c2ccc(Cl)cc2)CC1
  14	-2	-4	0.1	0	0.9	1	-2	10
62	COc1ccccc1OCCSc1nc2ccccc2n1CCO
  -3	-7	1	-0.6	-2	1.1	0.99	2	-9
63	Cc1cc(N2CCOCC2)nc2ccc(NC(=O)CCC(=O)N3CCCC(C)C3)cc12 (stereo unspecified)
  0	-2	1	2.4	0	0.88	0.99	1	12
64	CCCCNC(=O)Nc1nnc(-c2ccc(Cl)cc2)o1
  0	-4	2	-0.8	0	1.2	0.98	-3	-18
65	CCCCNC(=O)COn1nnc2ccc(S(=O)(=O)N3CCOCC3)cc21
  0	-1	2	0.2	0	1.1	0.98	1	-10
66	O=C(CC1=NC2(CCCC2)Cc2ccccc21)N1CCOCC1
  -5	-6	7	1.4	1	1	0.93	-3	-1
